# Screening data: PubChem BioAssay, several laboratories
# MsrA act: bovine methionine sulfoxide reductase A activation | 0.3% of 360,000 active | purified bovine MsrA, absorbance read-out | activation, % at 10.6 µM; in the data active means activation above about 7.5%;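 further: 0% = vehicle and 100% = reference activator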
# MT1-MMP act inh: inhibitors of human MT1-MMP activation; P50281; HT1080 RFP-PRO-GFP cells, GFP/RFP ratio fluorescence, overnight; percent of plate control window, DMSO zero; GFP/RFP ratio change, % at 20 µM; 0.061% of 360,000 active; AID 651647;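 active means GFP/RFP ratio change of at least 30% with cell ATP level not reduced by more than half and red fluorescence within 50% of control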; further: strong numbers were not always called active
#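 Assay system: HT1080 RFP-PRO-GFP cells. Benchmarks: DMSO vehicle wells and RFP-L50D-GFP reporter cell wells. Times: overnight cell settling, then overnight compound exposure, 37 °C, 5% CO2. Compound: 20 µM single dose, 1% DMSO. Read-out basis: GFP/RFP fluorescence ratio.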
# Neddylation inh: blocks human cullin neddylation | P61081+Q13564 | TR-FRET cullin neddylation, biochemical | calls only at 25 µM | 0.58% of 360,000 active | AID 651699; in the data active means inhibition above about 36%
# CendR NRP1 mod: alters CendR peptide binding to human NRP-1; inhibition, % at 25 µM; FAM-RPARPAR peptide binding to NRP-1, fluorescence polarization; O14786; AID 602438; 0.85% of 360,000 active;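 active means inhibition or corrected inhibition above about 18%, plus a signal ratio from 0.5 to 1.5, limit read from the data, passing the limit was not always enough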; further: strong numbers were not always called active
# SKN-1 block: inhibitors of C. elegans SKN-1; C. elegans VP596 Pgst-4::GFP/RFP ratio, acrylamide-induced, 24 h; inhibition, % at 21.8 µM; 0.49% of 360,000 active;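 active means interference check ratio from 0.5 to 1.5 plus GFP to RFP signal ratio inhibition reaching or exceeding a fixed threshold, cut at about 30% in these data, passing the limit was not always enough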; further: some compounds called inactive have numbers as strong as hits
# eLon inh: inhibits E. coli Lon protease; purified E. coli Lon protease, fluorescence polarization; inhibition, % at 7.94 µM; AID 602123; P0A9M0; 0.42% of 360,000 active; in the data active means inhibition above about 13%, passing the limit was not always enough;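 further: 0% = enzyme with probe and DMSO and 100% = no enzyme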
# Target sequence (P0A9M0 whole entry, looked up): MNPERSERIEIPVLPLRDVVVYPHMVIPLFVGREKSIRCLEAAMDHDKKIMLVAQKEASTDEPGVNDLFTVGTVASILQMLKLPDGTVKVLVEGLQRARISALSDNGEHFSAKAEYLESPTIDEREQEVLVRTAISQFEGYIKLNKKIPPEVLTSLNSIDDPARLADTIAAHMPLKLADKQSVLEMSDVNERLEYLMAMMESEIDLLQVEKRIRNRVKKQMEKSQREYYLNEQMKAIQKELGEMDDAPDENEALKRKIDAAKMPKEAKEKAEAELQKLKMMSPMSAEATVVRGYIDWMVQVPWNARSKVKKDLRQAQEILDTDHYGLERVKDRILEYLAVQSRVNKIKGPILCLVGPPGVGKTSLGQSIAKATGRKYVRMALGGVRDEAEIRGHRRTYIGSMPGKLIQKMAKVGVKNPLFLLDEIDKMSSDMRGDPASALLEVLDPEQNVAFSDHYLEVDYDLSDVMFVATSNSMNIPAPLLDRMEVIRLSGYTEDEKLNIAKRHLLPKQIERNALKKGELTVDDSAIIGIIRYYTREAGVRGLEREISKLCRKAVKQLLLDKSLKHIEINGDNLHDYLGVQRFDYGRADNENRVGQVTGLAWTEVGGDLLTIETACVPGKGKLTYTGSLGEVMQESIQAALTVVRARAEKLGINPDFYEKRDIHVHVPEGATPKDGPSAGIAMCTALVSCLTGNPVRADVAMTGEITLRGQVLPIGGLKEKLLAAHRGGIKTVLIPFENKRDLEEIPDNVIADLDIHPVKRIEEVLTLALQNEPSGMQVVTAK
# Rin1-Abl PPI inh: human Rin1-Abl interaction inhibition. TR-FRET Rin1/Abl binding, biochemical. inhibition, % at 7.35 µM. 0.4% of 360,000 active. AID 588664; in the data active means inhibition above about 5%, passing the limit was not always enough
# MLLE-PAM2 inh: inhibitors of microRNA-mediated deadenylation, human PABP1 MLLE binding. AID 588489. 0.36% of 360,000 active. inhibition, % at 20 µM. GST-MLLE / FITC-PAM2 fluorescence polarization. P11940; in the data active means inhibition above about 35%, passing the limit was not always enough;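 further: plate controls were DMSO wells with GST-MLLE for no effect and wells lacking GST-MLLE protein for full effect; some results filed as inactive read as strong as hits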
# FAS-TE inh: inhibitors of human fatty acid synthase thioesterase domain. P49327. recombinant FAS-TE, OMFH fluorogenic substrate, fluorescence endpoint. inhibition, % at 15 µM. 0.67% of 360,000 active;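 active means compounds whose normalised, plate-corrected inhibition of enzyme fluorescence in the single-dose primary screen is 50% or more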;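 further: 0% = DMSO with enzyme and 100% = substrate without enzyme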
# The depositor's hits bear a star; i = inactive; . = not tested or not shown.
[1] Cc1cccc(Oc2cc(NC(=O)Cn3cnc([N+](=O)[O-])n3)cc([N+](=O)[O-])c2)c1
[2] COc1ccc(CCNC(=O)CCNS(=O)(=O)c2cc(Br)cnc2N)cc1OC
[3] Cn1cccc1C(=O)OCC(=O)Nc1sccc1C#N
[4] c1cnc(N2CCN(c3nc4ccccc4n4cnnc34)CC2)nc1
[5] Cc1c(Cl)c(C(F)(F)F)nn1CC(=O)N1CCSCC1
[6] Cc1oc2cc([N+](=O)[O-])c(O)c([N+](=O)[O-])c2c1C(=O)c1ccc(Br)cc1

entry no.,1,2,3,4,5,6
MsrA act,0.4,-14.3,-2.4,-9.9,-5.9,-4.4
MT1-MMP act inh,9.9,-4.8,0.9,-1.7,1.8,8.5
Neddylation inh,i,i,i,i,i,i
CendR NRP1 mod,4.4,-0.9,-28.9,2.3,47.9*,-1.7
SKN-1 block,2.6,-20.6,12.9,-5.1,-0.7,18.8
eLon inh,10.4,-9.7,-0.1,-102.3,-4.4,-3.8
Rin1-Abl PPI inh,0.8,1.6,-3.6,-1.3,4.3,-0.9
MLLE-PAM2 inh,23.0,13.2,-33.3,-27.8,-2.4,-1.7
FAS-TE inh,59.3*,-7.0,-2.6,-1.4,-10.4,8.1

[7] O=C(COc1ccccc1Br)Nc1ccc2c(c1)OCCCO2
[8] CCOC(=O)N1CCC(NC(=O)CCc2ccccc2)CC1
[9] Clc1nc(NCc2ccco2)nc(N2CCCCC2)n1
[10] O=[N+]([O-])c1ccccc1Oc1cnc2ccccc2n1
[11] CS(=O)(=O)c1cccc(C(=O)OCC(=O)Nc2ccc3c(c2)OCO3)c1
[12] FC(F)(F)c1ccc(N2CCN(c3ncnc4c3nnn4Cc3ccccc3Cl)CC2)cc1

entry no.,7,8,9,10,11,12
MsrA act,0.0,-2.3,-2.9,-10.9,-7.4,-2.3
MT1-MMP act inh,-0.2,1.2,-4.1,-4.0,2.0,4.1
Neddylation inh,i,i,i,i,i,i
CendR NRP1 mod,1.8,3.9,-4.5,-2.0,13.2,1.8
SKN-1 block,18.2,6.6,6.1,10.0,17.4,-10.8
eLon inh,7.7,2.5,-0.7,5.5,0.3,-2.8
Rin1-Abl PPI inh,-2.1,-0.8,3.5,0.1,0.9,2.9
MLLE-PAM2 inh,15.5,0.6,8.6,-14.7,-8.7,5.8
FAS-TE inh,7.8,-4.5,-3.4,6.2,-6.2,21.9

[13] CCOC(=O)N(Cc1ccccc1)Cc1ccc(C(=O)N[C@@H](Cc2ccccc2)C(=O)O)cc1
[14] COc1ccccc1OCC(=O)NCCSCc1cccc(Cl)c1
[15] CC(CCc1ccccc1)NC(=S)NC(=O)c1ccco1 (centres undefined)
[16] CCCCc1ccc(NC(=S)NN2CCOCC2)cc1
[17] CC1CCCN(c2ccc(C(=O)NCC3CCCO3)cn2)C1 (centres undefined)
[18] CCN1CCN(C(=O)Cn2nc(C)n3c(cc4c(OC)cccc43)c2=O)CC1

entry no.,13,14,15,16,17,18
MsrA act,-7.1,-2.9,-4.5,-0.9,-1.3,-4.0
MT1-MMP act inh,-1.6,7.1,-9.7,3.4,-3.5,3.6
Neddylation inh,i,i,i,i,i,.
CendR NRP1 mod,-8.7,9.2,9.7,-2.7,-2.4,14.1
SKN-1 block,-2.8,4.7,4.0,-4.5,12.7,16.6
eLon inh,8.5,-1.3,0.8,-9.9,4.2,-2.6
Rin1-Abl PPI inh,-0.6,0.4,2.0,0.7,-1.2,-4.6
MLLE-PAM2 inh,10.8,14.0,16.1,12.4,0.5,3.2
FAS-TE inh,-2.7,0.8,19.0,-13.4,-9.2,-5.1

[19] Cc1c(C#N)c(N)nc2c3c(sc12)NC(=O)CC3c1ccccc1 (centres undefined)
[20] O=C(NNC(=S)Nc1ccccc1)C1CCCCC1
[21] Cc1ccc(NC(=O)Nc2ccon2)cc1Cl
[22] CCN1CCN(S(=O)(=O)c2ccc(S(=O)(=O)NC3CC3)cc2)CC1
[23] COc1ccc(N2CCN(C(=O)c3cc4c(s3)-c3ccccc3OC4)CC2)cc1
[24] CCOc1ccccc1C(=O)NCC(=O)N1CCN(Cc2ccc3c(c2)OCO3)CC1

entry no.,19,20,21,22,23,24
MsrA act,-1.1,-5.3,-1.7,0.0,-7.9,-1.1
MT1-MMP act inh,11.8,3.0,-0.2,-1.8,-3.8,5.9
Neddylation inh,i,i,i,i,i,i
CendR NRP1 mod,17.0,5.4,15.9,-1.2,-3.0,4.9
SKN-1 block,4.4,-3.8,3.6,3.2,1.9,5.4
eLon inh,-1.6,-8.0,-2.7,1.8,-3.0,-18.2
Rin1-Abl PPI inh,-1.7,-5.8,-0.7,0.4,-5.3,-0.7
MLLE-PAM2 inh,10.4,4.8,-2.6,2.5,-11.7,-6.5
FAS-TE inh,-2.0,-8.6,0.7,-6.4,-5.9,-7.5

[25] CCOC(=O)c1c[nH]c2c(C)ccc(Cl)c2c1=O
[26] Cn1nc(C(=O)NNC(=O)Cc2ccc(S(=O)(=O)N3CCOCC3)s2)c2ccccc2c1=O
[27] CCc1c(C(=O)NNC(=S)NCCc2ccccc2)csc1C
[28] O=S(=O)(Nc1c(F)cccc1F)c1ccc(Cl)nc1

entry no.,25,26,27,28
MsrA act,-2.6,1.4,-2.3,-6.5
MT1-MMP act inh,-1.4,1.4,5.8,-1.2
Neddylation inh,i,i,i,i
CendR NRP1 mod,5.7,-18.9,-3.0,9.6
SKN-1 block,0.5,12.6,-9.7,13.1
eLon inh,-1.9,-16.4,-5.4,-13.2
Rin1-Abl PPI inh,-1.8,1.3,-4.4,0.1
MLLE-PAM2 inh,-1.4,-8.5,-27.3,17.4
FAS-TE inh,-2.9,-9.4,4.1,-4.9

# Profiles from above:
# `CCN1CCN(S(=O)(=O)c2ccc(S(=O)(=O)NC3CC3)cc2)CC1` is listed with MsrA act = 0.0; MT1-MMP act inh = -1.8; Neddylation inh = i; CendR NRP1 mod = -1.2; SKN-1 block = 3.2; eLon inh = 1.8; Rin1-Abl PPI inh = 0.4; MLLE-PAM2 inh = 2.5; FAS-TE inh = -6.4
# `c1cnc(N2CCN(c3nc4ccccc4n4cnnc34)CC2)nc1` is listed with MsrA act = -9.9; MT1-MMP act inh = -1.7; Neddylation inh = i; CendR NRP1 mod = 2.3; SKN-1 block = -5.1; eLon inh = -102.3; Rin1-Abl PPI inh = -1.3; MLLE-PAM2 inh = -27.8; FAS-TE inh = -1.4
# `Cn1nc(C(=O)NNC(=O)Cc2ccc(S(=O)(=O)N3CCOCC3)s2)c2ccccc2c1=O` is listed with MsrA act = 1.4; MT1-MMP act inh = 1.4; Neddylation inh = i; CendR NRP1 mod = -18.9; SKN-1 block = 12.6; eLon inh = -16.4; Rin1-Abl PPI inh = 1.3; MLLE-PAM2 inh = -8.5; FAS-TE inh = -9.4
